GPR55 beta-arrestin = selective activators of receptor GPR55 – imaging, U2OS cells, beta-arrestin-GFP redistribution, primary screen (AID 1961) | 0.048% of 290,000 active | U2OS GPR55 beta-arrestin-GFP redistribution imaging; higher % means a stronger effect | activation, % at 10 µM, or EC50 in µM where a hit was titrated;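 active = activation above 40% with more than 50 cells counted in the well; inconclusive = wells holding fewer than 50 cells, flagged as toxic or sparse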;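 also: U2OS osteosarcoma cells stably expressing GPR55 and beta-arrestin-GFP; plate controls were DMSO negative control for no effect and LPI positive control for full effect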
West Nile antiviral = inhibition of WNV-induced cytopathic effect – cell-based, CPE readout (AID 1621) | West Nile virus-infected cells, CPE inhibition; higher % means a stronger effect | one-dose CPE inhibition, % at 10 µM; IC50 in µM for titrated hits | 0.02% of 290,000 active; in the data active = a potency from the dose series; inconclusive = CPE inhibition mostly from about 3.7% at the one dose, without a potency; inactive = the rest, 99 in 100 with CPE inhibition below about 2.2%; also: strong numbers were not always called active
T cell modulator = T cell immune modulators affecting CD8 T cell-vesicle binding | 2C CD8+ T cell-vesicle binding, flow cytometry; stronger effect = lower value | calls only at 7 µM | 0.068% of 330,000 active;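 active = response, share of CD8 T cells binding vesicles, and their 90th percentile fluorescence all below set limits, cut at about 80% in these data, passing the limit was not always enough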
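material = purified 2C TCR transgenic mouse naive CD8+ T cells | controls = Unloaded micro-vesicles (low), QL9 vesicles with 0.7% DMSO (high) | detection = cytometric PE anti-B7-1 and Alexa647 anti-CD8 signals after 1% paraformaldehyde fixation | incubation = binding step 1.5 h, 37 °C, antibody labelling 20 min, ice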
GPR55 antagonists = GPR55 antagonists blocking LPI-driven arrestin recruitment, primary screen, imaging, U2OS, beta-arrestin-GFP, LPI agonist (AID 2013); U2OS GPR55 beta-arrestin-GFP translocation imaging, LPI antagonism; higher % means a stronger effect; inhibition, % at 10 µM, or IC50 in µM where a hit was titrated; 0.13% of 290,000 active;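 active = spots per cell inhibited over 60%, with over 100 cells counted and total cytoplasm intensity under 500,000; inconclusive = wells with under 100 cells, flagged as likely toxic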;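 also: U2OS cells stably carrying GPR55 and arrestin-GFP stimulated by 5 µM LPI near EC80; imaged beta-arrestin-GFP aggregate spots per cell after agonist stimulation; plate controls were LPI-stimulated DMSO wells for no effect and DMSO wells without LPI for full effect; some results filed as inactive read as strong as hits; confirmed hits need IC50 under 10 µM and bright autofluorescent wells are also inconclusive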
KOR beta-arrestin-1 = KOR antagonists, beta-arrestin recruitment, cell-based, luminescence, uHTS (AID 1778); KOR beta-arrestin recruitment, luminescence, antagonist mode; higher % means a stronger effect; one-dose inhibition, % at 10 µM; IC50 in µM for titrated hits; 0.091% of 290,000 active; in the data active = inhibition above about 50%; also: strong numbers were not always called active
KOR beta-arrestin-2 = kappa opioid receptor activators – cell-based, luminescence, uHTS, primary screen (AID 1777) | activation, % at 10 µM, or EC50 in µM where a hit was titrated | 0.02% of 280,000 active | KOR beta-arrestin recruitment, luminescence; higher % means a stronger effect; in the data active = activation above about 50%, passing the limit was not always enough; also: a part of the inactive calls stands beside numbers as strong as those of hits
Salmonella PhoP GFP = PhoP-dependent GFP reporter repression – Salmonella Typhimurium, primary screen (AID 1863); 0.16% of 300,000 active; inhibition, % at 50 µM; hits with a dose series show IC50 in µM; S. Typhimurium PhoP-regulated promoter GFP reporter, 4 h; higher % means a stronger effect;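 active = inhibition over 29.93%, a cutoff 3 SD above the screen mean, later confirmed by dose response; inconclusive = inhibition over 29.93% but no dose response follow-up; inactive = inhibition at most 29.93% or unconfirmed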;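 also: 0% = low Mg2+ inducing control and 100% = high Mg2+ repressing control; strong numbers were not always called active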
GPR35 arrestin U2OS = GPR35 antagonists blocking zaprinast-driven arrestin recruitment, primary screen, imaging, U2OS, beta-arrestin-GFP, zaprinast agonist (AID 2058) | U2OS GPR35 beta-arrestin-GFP translocation imaging, zaprinast antagonism; higher % means a stronger effect | inhibition, % at 10 µM; hits with a dose series show IC50 in µM | 0.052% of 290,000 active;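 active = inhibition of at least 50% with at least 30 cells and total cytoplasm GFP at most 10,000,000; inconclusive = under 30 cells or total GFP of 10,000,000 plus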
NTR1 agonist = agonists of NTR1, primary screen, imaging, U2OS cells, beta-arrestin-GFP, high content (AID 493036); P30989; NTR1-U2OS beta-arrestin-GFP spot imaging, agonist mode; activation, % at 20 µM; 0.17% of 330,000 active;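 active = activation at or above 40% of the spot to cytoplasm intensity ratio, with at least 20 cells analyzed; inconclusive = wells under 20 cells, flagged as cytotoxic or low count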;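 also: 0% = DMSO without peptide and 100% = 100 nM NTR1 peptide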
Target sequence (P30989 whole entry, looked up): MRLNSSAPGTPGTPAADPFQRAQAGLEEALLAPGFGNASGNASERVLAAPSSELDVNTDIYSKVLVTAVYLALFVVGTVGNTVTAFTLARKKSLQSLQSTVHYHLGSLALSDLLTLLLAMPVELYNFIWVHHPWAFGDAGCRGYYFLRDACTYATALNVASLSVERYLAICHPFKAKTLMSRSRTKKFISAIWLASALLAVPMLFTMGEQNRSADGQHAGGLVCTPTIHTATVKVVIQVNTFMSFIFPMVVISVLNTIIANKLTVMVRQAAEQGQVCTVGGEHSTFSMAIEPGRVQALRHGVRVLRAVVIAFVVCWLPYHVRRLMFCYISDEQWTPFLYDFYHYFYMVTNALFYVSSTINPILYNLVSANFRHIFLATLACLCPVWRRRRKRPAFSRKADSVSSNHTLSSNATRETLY
T cell modulator vesicle-bound % = recorded beside T cell modulator, whose call it bears; double positive events, %; measured here: CD8+ vesicle-bound cell fraction;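 binding gate set so that unloaded-vesicle control wells show 10% double positive cells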
NTR1 agonist cell count 20 µM = further read-out of NTR1 agonist, marked with its call; cell count; measured here: cell count, cytotoxicity flag
Numbers without * were called inactive; i = inactive; ? = inconclusive; nt = no result given; [ ] = remark or other dose.

SMILES	GPR55 beta-arrestin	West Nile antiviral	T cell modulator	T cell modulator vesicle-bound %	GPR55 antagonists	KOR beta-arrestin-1	KOR beta-arrestin-2	Salmonella PhoP GFP	GPR35 arrestin U2OS	NTR1 agonist	NTR1 agonist cell count 20 µM
COc1ccc(C(=O)Nc2cnn(Cc3c(F)cccc3Cl)c2)cc1OC	-0.1%	-0.4%	i	32	-9%	8%	3.3%	-6%	0%	-1.7	51
CC1C2Cn3c(nc4ccccc43)C1N(C(C)C)O2 (centres undefined)	-0.1%	-0.8%	i	46	-5%	16%	4.1%	6%	4%	-1.5	59
COc1ccc(C(=O)Nc2ccc(S(=O)(=O)Nc3onc(C)c3C)cc2)cc1OC	-0.1%	0.2%	i	1	5%	-15%	0.5%	-3%	20%	-0.1	49
Fc1ccc(NC(=S)Nc2nccs2)cc1	-0.5%	-1.2%	i	26	10%	-15%	-4.6%	24%	4%	1.7	42
COc1cc(/C=C(\C#N)c2nc3c(s2)CC(C)CC3)ccc1O (centres undefined)	0.3%	0.0%	i	42	-2%	-2%	3.7%	0%	14%	2.8	68
CC(=O)Nc1ccc(S(=O)(=O)N2CCC(NC(=O)C(Cc3ccc(C)cc3)NC(C)=O)CC2)cc1 (centres undefined)	-0.1%	0.2%	nt	nt	-7%	-58%	-0.8%	nt	1%	1.6	36
Cc1c(NS(=O)(=O)c2ccccc2F)c(=O)n(-c2ccccc2)n1C	-0.1%	0.4%	i	42	-18%	-43%	2.3%	-2%	9%	-1.3	42
COc1ccc(Br)cc1S(=O)(=O)NCCN1CCOCC1	-0.1%	0.4%	i	31	-2%	-19%[20 µM]	-1.7%	0%	-2%	0.0	27
CC(C)CCC(O)(CCC(C)C)C(=O)NNc1ccccc1	0.4%	-0.6%	i	18	-8%	-2%	0.2%	5%	-5%	-1.9	60
CSCc1nnc(NC(=O)c2ccc(S(=O)(=O)N(CC(C)C)CC(C)C)cc2)o1	-0.1%	nt	nt	nt	14%	-17%	7.9%	-4%	16%	nt	nt
COc1ccc(NC(C)C(=O)N/N=C/c2c(O)ccc3ccccc23)cc1 (centres undefined)	-0.2%	-0.6%	i	22	4%	-20%	1.9%	-3%	-5%	1.6	99
Cc1ccsc1/C=N/n1c(-c2cc(-c3ccccc3)n[nH]2)n[nH]c1=S	0.6%	0.6%	i	33	4%	-37%	1.2%	-8%	5%	9.7	49
Cc1cc(NC(=O)CN2CCCC(C)C2)no1 (centres undefined)	-0.1%	-0.4%	i	66	-8%	-14%[20 µM]	nt	0%	-8%	1.0	47
CCSC1=NC(C)(C)C=C(/C=C/c2ccc(Cl)cc2Cl)N1	-0.1%	?	i	39	11%	-28%	3.5%	-5%	-7%	0.2	55
CCOc1ccc(CNC(=O)c2cccc(NC(=O)C3=C(C)OCCS3)c2)cc1	-0.1%	0.1%	i	7	-7%	10%	-7.9%	6%	-2%	1.2	66
O=S(=O)(c1ccccc1)N(CC(O)CN1CCCCC1)c1ccccc1 (centres undefined)	-0.1%	-0.6%	i	45	-1%	-20%	6.1%	-1%	10%	-1.4	57
O=C(Nc1nnc(C2CC2)s1)c1cc(S(=O)(=O)N2CCN(c3ccccc3)CC2)ccc1Cl	-0.1%	-0.3%	i	19	19%	-34%	2.1%	-12%	-7%	1.9	75
CCCCSC1=C(C#N)C(c2ccccc2C)CC(=O)N1 (centres undefined)	0.3%	0.4%	i	34	6%	-22%	5.1%	-2%	8%	-1.4	93
S=c1[nH]nc(COc2ccccc2)n1/N=C/c1ccccc1Br	0.6%	1.8%	i	35	0%	-39%	-1.1%	-8%	-4%	1.0	79
CNC(=O)c1ccsc1NC(=O)c1ccc(S(=O)(=O)N2CCOCC2)cc1	0.0%	0.4%	i	51	12%	46%	3.3%	7%	-10%	3.7	58
Cc1ccc(-c2csc3nc4ccc(C(=O)NCCO)cc4c(=O)n23)cc1	1.5%	0.4%	i	46	-7%	10%	-2.5%	-6%	6%	-1.4	51
O=C(CN1CCN(c2ncc(C(F)(F)F)cc2Cl)CC1)NCCNc1ncc(C(F)(F)F)cc1Cl	0.0%	-0.2%	i	54	-6%	-24%	3.2%	8%	1%	22	51
CC(C)[C@H]1COCCS(=O)(=O)N1Cc1cccc(Cl)c1	-0.3%	-0.6%	i	40	-6%	-2%[20 µM]	0.5%	-4%	-9%	-5.5	56
CCn1nc(C)cc1C(=O)N1CCCC(C(=O)c2ccccc2SC)C1 (centres undefined)	-0.1%	-0.3%	i	10	1%	4%	2.1%	2%	17%	-1.1	69
COc1ccc(NS(=O)(=O)c2cc(NC(=O)c3ccncc3)ccc2N2CCOCC2)cc1	0.2%	-0.1%	i	40	-11%	-19%	-1.7%	12%	3%	3.4	83
Remaining list, next part.
SMILES	GPR55 beta-arrestin	West Nile antiviral	T cell modulator	T cell modulator vesicle-bound %	GPR55 antagonists	KOR beta-arrestin-1	KOR beta-arrestin-2	Salmonella PhoP GFP	GPR35 arrestin U2OS	NTR1 agonist	NTR1 agonist cell count 20 µM
COc1ccc(NC(=O)NCc2ccc3c(c2)OCO3)c(OC)c1	-0.1%	-0.4%	i	27	5%	-8%	1.8%	-6%	-9%	0.3	48
O=S(=O)(Cc1cc(Sc2ccccc2)nc(-c2ccccc2)n1)c1ccccc1	0.2%	0.5%	i	5	15%	-23%	-2.3%	1%	-6%	12	51
COc1ccc(-n2ncc3c(N4CCC(C(N)=O)CC4)ncnc32)cc1	-0.3%	-0.1%	i	38	14%	17%	1.9%	4%	3%	-1.0	96
O=C(N/C(=C\c1cccc([N+](=O)[O-])c1)C(=O)N1CCOCC1)c1ccco1	0.3%	0.2%	i	27	-6%	0%	-4.1%	2%	14%	-1.1	54
O=C(N/N=C/c1cn(-c2cccs2)nc1-c1ccccc1)c1ccccc1Br	-0.2%	0.1%	i	50	10%	33%	-3.0%	10%	12%	6.1	56
CN(C)CCN1C(=O)C(O)=C(C(=O)c2cc3ccccc3o2)C1c1ccc(N(C)C)cc1 (centres undefined)	-0.1%	-0.9%	i	45	-4%	4%	-1.2%	5%	5%	2.6	48
CCOC(=O)C1=C(N)Oc2c(oc(CO)cc2=O)C1c1c(F)cccc1Cl (centres undefined)	-0.1%	0.3%	i	14	13%	7%	-2.1%	-4%	-7%	-0.8	99
C=CCN(C(=O)c1cccc(C(F)(F)F)c1)C1(C(=O)Nc2ccccc2)CCN(C(C)C)CC1	0.6%	-0.8%	i	26	7%	10%	0.0%	5%	12%	-0.4	45
Cc1ccc(-n2c(=S)sc3c(=O)n(-c4ccc(F)cc4)c(SCC(=O)O)nc32)cc1C	0.0%	0.6%	i	36	3%	3%	-1.5%	8%	17%	0.7	69
COc1ccc(NC(=O)CCS(=O)(=O)c2ccccc2Cl)cc1S(=O)(=O)Nc1ccc(Cl)cc1	-0.1%	0.1%	i	9	-1%	-4%[20 µM]	-3.3%	-7%	-15%	2.1	51
CCCCCn1c(CN2CCN(Cc3ccccc3)CC2)nc2c1c(=O)[nH]c(=O)n2C	0.0%	-1.4%	i	33	16%	18%	-2.7%	1%	14%	0.3	60
CCNc1nc(NCC)nc(SCCOC(=O)Nc2ccccc2)n1	-0.3%	0.2%	i	52	-5%	16%	-3.9%	2%	12%	2.5	55
O=c1c(-c2ccc([N+](=O)[O-])cc2)coc2c(O)c(O)ccc12	-0.2%	-0.1%	i	34	9%	-4%	4.1%	2%	1%	2.3	62
O=C(NC(c1ccccc1)c1cc(Cl)c2cccnc2c1O)c1cccnc1 (centres undefined)	1.7%	?	i	32	10%	17%	-1.9%	-11%	2%	1.1	36
CCN1CC(CN(C)Cc2nc(Cc3ccccc3)no2)CC1=O (centres undefined)	-0.3%	-0.9%	i	26	13%	-7%	-4.3%	-12%	-2%	-1.5	54
CC1CCCC(NC(=O)C2CCC(CNc3c(N4CCCCC4)c(=O)c3=O)CC2)C1C (centres undefined)	-0.1%	0.1%	i	38	7%	29%	-1.1%	-12%	-7%	1.8	75
CCCCS(=O)(=O)N1CCCC(C(=O)Nc2ccc3c(c2)CCC3)C1 (centres undefined)	-0.2%	-0.7%	i	60	6%	-37%	-2.4%	1%	-10%	0.0	67
COc1ccc(C(=O)Nc2ccccc2C(=O)N2CCCCCC2)cc1OC	-0.1%	0.2%	i	63	9%	7%	0.9%	-6%	2%	-0.9	52
O=C(CSCc1ccc(Cl)cc1)NCc1ccc2c(c1)OCO2	-0.2%	nt	i	31	20%	14%	0.6%	4%	7%	-1.8	61
CC(=O)OCC1(C)CN(c2ccccc2)N(C(=O)c2ccc(C(C)(C)C)cc2)C1=O (centres undefined)	-0.6%	-1.2%	nt	nt	-12%	18%	-1.0%	-6%	-20%	nt	nt
CC(C)n1c(NCc2ccccc2O)nc2ccccc21	-0.3%	-1.5%	i	59	-9%	-16%[20 µM]	-0.1%	-3%	10%	-0.3	54
Cc1ccc(S(=O)(=O)N(C)C)cc1NC(=O)CN1C(=O)NC(Cc2c[nH]c3ccccc23)C1=O (centres undefined)	-0.1%	0.1%	i	45	-5%	12%	-0.1%	-13%	11%	1.2	59
Cc1onc(-c2c(F)cccc2Cl)c1C(=O)N=C(N)N1CC(C)OC(C)C1 (centres undefined)	0.3%	-0.3%	i	39	0%	-29%	1.7%	-6%	-5%	0.0	57
O=C(Nc1nccs1)c1ccc(COc2ccc(F)cc2)o1	-0.1%	0.6%	i	8	-4%	35%	16%	5%	3%	1.9	60
Cc1nc2ccccn2c1C(=O)NCCCN1CCOCC1	-0.1%	-0.3%	i	24	1%	2%	2.1%	-8%	0%	0.6	39
CNc1nc(Nc2ccc(C)c(Cl)c2)nc(N)c1[N+](=O)[O-]	0.0%	-1.0%	i	51	-12%	-10%	-2.7%	-4%	16%	-3.6	58
Cc1cccc(C(=O)N2CCCCCC2)c1[N+](=O)[O-]	0.1%	-0.2%	i	58	16%	35%	-0.8%	-3%	-12%	-0.6	92
COc1cc(C(=O)COC(=O)CNC(=O)C2CCCCC2)cc(OC)c1OC	0.0%	nt	i	62	8%	-9%	-3.2%	-15%	-10%	1.2	62
Fc1ccc(Oc2ccc3nnc(C(F)(F)F)n3n2)cc1	0.5%	0.1%	i	42	5%	11%	-4.1%	-3%	-5%	1.8	53
